Screening results: PubChem, several laboratories
Wee1 stabilizer: blocks degradation of human Wee1 kinase; reporter increase, % at 5 µM; P30291; HeLa Luc-Wee1K328M stability, luciferase luminescence; 100% = proteasome inhibitor MG132 effect; 220,000 compounds, 1.2% hits; AID 1321;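 active = activation above the mean of all tested compounds plus 3 SD, set per screening run, cut at about 8.8% in these data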;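 also: cells exposed to compound for 20 h before luminescence read; 0% = DMSO alone and 100% = MG132 at 30 µM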
Furin inhibitor: inhibitors of human furin. P09958. purified furin, fluorogenic substrate cleavage. inhibition, % at 30 µM. 220,000 compounds, 0.061% hits. AID 463115; in the data active = inhibition above about 25%; also: inactives centre near -15
FXIa inh: inhibitors of human coagulation factor XIa; P03951; purified FXIa, Boc-Glu-Ala-Arg-AMC fluorogenic substrate; inhibition, % at 5 µM; 220,000 compounds, 0.14% hits;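 active = inhibition of at least 40%; inactive = inhibition below 40%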;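 also: fluorescence of freed AMC excited at 355 nm; 0% = enzyme without compound and 100% = no enzyme blank; many of its hits are not listed in these tables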
Target sequence (P03951 19-387 limits assumed): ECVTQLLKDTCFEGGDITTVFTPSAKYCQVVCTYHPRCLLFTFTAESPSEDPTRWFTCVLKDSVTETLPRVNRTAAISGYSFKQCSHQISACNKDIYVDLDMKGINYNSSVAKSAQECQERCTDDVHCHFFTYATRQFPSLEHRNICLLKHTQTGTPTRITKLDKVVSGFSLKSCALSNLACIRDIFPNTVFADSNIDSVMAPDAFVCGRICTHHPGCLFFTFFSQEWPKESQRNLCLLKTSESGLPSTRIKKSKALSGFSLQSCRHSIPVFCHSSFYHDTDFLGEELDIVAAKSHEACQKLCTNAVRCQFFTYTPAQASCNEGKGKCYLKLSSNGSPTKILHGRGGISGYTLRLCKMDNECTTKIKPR
Target sequence (P03951 388-625 limits assumed): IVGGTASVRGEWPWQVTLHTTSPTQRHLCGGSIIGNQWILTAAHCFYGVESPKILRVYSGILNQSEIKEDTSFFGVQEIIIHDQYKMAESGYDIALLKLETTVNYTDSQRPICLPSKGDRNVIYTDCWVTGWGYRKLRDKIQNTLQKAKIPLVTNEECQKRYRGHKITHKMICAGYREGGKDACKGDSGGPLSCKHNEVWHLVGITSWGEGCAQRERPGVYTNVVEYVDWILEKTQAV
KLK5 inh: inhibitors of human kallikrein 5 | recombinant hK5, fluorogenic AMC substrate cleavage | inhibition, % at 5 µM | 210,000 compounds, 0.59% hits;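 active = inhibition of 40% or more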;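 also: 0% = enzyme controls without compound and 100% = no-enzyme blanks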
Target sequence (Q9Y337 67-293 limits assumed): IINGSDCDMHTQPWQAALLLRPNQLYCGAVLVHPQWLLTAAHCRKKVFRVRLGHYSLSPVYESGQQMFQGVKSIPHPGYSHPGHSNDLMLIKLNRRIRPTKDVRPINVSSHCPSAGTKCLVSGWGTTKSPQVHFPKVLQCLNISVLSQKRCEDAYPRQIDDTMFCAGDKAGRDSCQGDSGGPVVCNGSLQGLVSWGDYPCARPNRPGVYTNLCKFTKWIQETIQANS
Thrombin inh: inhibitors of human thrombin. alpha-thrombin, Boc-VPR-AMC fluorogenic substrate cleavage. inhibition, % at 5 µM. 220,000 compounds, 0.26% hits. AID 1046;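 active = inhibition at or above 40%; inactive = inhibition below 40%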;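 also: 0% = enzyme with no compound and 100% = wells without enzyme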
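Material: human alpha-thrombin protein; Also added: Boc-VPR-AMC substrate, 15 µM final; Timing: enzyme reaction carried out at room temperature; Signal: fluorescence, ex 355 nm, em 460 nm; Measure: % inhibition of thrombin; Controls: enzyme without compound as high, wells lacking enzyme as low.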
PERK inh: blocks human PERK kinase; Q9NZJ5; CHO PERK-DD fusion, SEAP luminescence translation reporter; inhibition, % at 5.6 µM; 220,000 compounds, 0.17% hits; AID 1416;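 active = inhibition above the mean inhibition of all tested compounds plus 3 SD, set separately per screening campaign, cut at about 2.9% in these data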;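 also: PERK kinase domain activated by AP20187 dimerizer at 100 nM; 0% = DMSO with dimerizer and 100% = rapamycin at 8.4 µM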
Cl transport mod: KCC2 (human) Cl- transport modulation. 190,000 compounds, 2.2% hits. Q9H2X9. B-score of Tl+ flux slope (higher = more flux/activation; lower = inhibition) at 10 µM. KCC2 cells, thallium flux FluoZin-2 fluorescence. AID 1456;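 active = thallium flux slope and its plate-corrected score both differing from the plate sample mean at a set confidence after two filtering rounds, in either direction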;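 also: slope of fluorescence scaled to starting intensity during 10 to 20 s after thallium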
p97 inhibitor: blocks human p97 ATPase activity; P55072; recombinant p97 ATPase, Kinase-Glo ATP luminescence, 3 h; inhibition, % at 8 µM; 220,000 compounds, 0.42% hits; in the data active = inhibition above about 15%;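 also: 0% = DMSO vehicle and 100% = wells lacking enzyme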
FXIIa inh 1536: inhibitors of human coagulation factor XIIa. P00748. purified FXIIa, Boc-QGR-AMC fluorogenic substrate, 2 h. inhibition, % at 5 µM. 220,000 compounds, 0.3% hits. AID 800; in the data active = inhibition above about 40%;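 also: 0% = enzyme with no compound and 100% = blank without enzyme; many of its hits are not listed in these tables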
* hit, by the source's call; i = inactive; . = not tested or not shown; [ ] = another dose, or the depositor's remark.

SMILES | Wee1 stabilizer | Furin inhibitor | FXIa inh | KLK5 inh | Thrombin inh | PERK inh | Cl transport mod | p97 inhibitor | FXIIa inh 1536
Cc1cc(Cl)ccc1C(=O)C1CCCN(Cc2ccon2)C1 (stereo unspecified) | 1 | -21 | 1 | . | 2 | 1.2 | 0.011 | 4 | 5
CC(=NCc1ccco1)c1c(O)n(Cc2ccccc2)c(=O)[nH]c1=O | 1 | -16 | -2 | -8 | -2 | -0.7 | . | 0 | 5
C=Cn1ccnc1P(=S)(c1nccn1C=C)c1nccn1C=C | -3 | -9[20 µM] | -13 | 1 | 2 | 0.1 | 0.32 | -6 | 16
CCn1ccnc1CN1CCCC(C(=O)c2ccc(SC)cc2)C1 (stereo unspecified) | -4 | -34 | 1 | . | -5 | 1.3 | -0.3 | 1 | 12
CNC(=O)Oc1ccc2c(c1)C(=O)c1ccccc1CO2 | 1 | -23[20 µM] | 4 | -4 | -5 | 0.5 | 0.067 | 3 | -2
Cc1ccc(NP(=O)(Oc2ccccc2F)Oc2ccccc2F)cc1 | -2 | -6[20 µM] | 0 | -11 | 2 | 0.9 | . | 0 | 7
Cc1ccc(N2C(=O)NC(=O)/C(=C\C=C\c3ccco3)C2=O)cc1 | -2 | -15 | 2 | 1 | 2 | 0.3 | -1.4 | 7 | 12
CC(C)N1CCN(Cc2cccc3c2OCO3)CC1CCO (stereo unspecified) | 1 | -29 | 2 | . | 1 | 1.5 | . | 2 | 11
CN1C(=O)NC(=O)C2(Cc3ccccc3N3CCOCC32)C1=O (stereo unspecified) | -2 | -13[20 µM] | -1 | -5 | -7 | -0.1 | 0.58 | -2 | 13
O=C(Nc1cccnc1)c1c(O)c2c(n(Cc3ccccc3)c1=O)CCCC2 | 2 | -14 | -7 | 8 | -8 | 0.2 | -0.39 | 1 | -1
O=C1NC(=O)C(CCc2ccccn2)(Cc2cccc(Cl)c2Cl)C(=O)N1c1ccc(Br)cc1 (stereo unspecified) | 0 | -32 | 2 | -3 | -1 | -0.1 | -2 | 1 | 8
CCOC(=O)C(O)(c1ccc(N(C)C(=O)COc2ccccc2)cc1)C(F)(F)F (stereo unspecified) | 0 | -4[20 µM] | . | . | . | -0.1 | 0.39 | -1 | .
Cc1ccccc1CN1CCN(C(=O)Cc2ccccc2)CC1 | 1 | -20 | -1 | 11 | -10 | 1.4 | -0.63 | 4 | 4
O=C(NCCCn1ccnc1)C(Cl)(Cl)Cl | -3 | -23 | 0 | -4 | 4 | 0.5 | 0.2 | 1 | 11
CC1(C)OC(c2ccccc2)=C/C(=C/C=C2C(=O)NC(=O)NC2=O)O1 | 2 | -20 | 6 | -22 | 4 | 2.8 | -0.3 | 2 | 6
Cc1nn(C2CCOC(C)(C)C2)c2c1C(c1ccc3c(c1)OCO3)SCC(=O)N2 (stereo unspecified) | 11* | -10 | -12 | -10 | -4 | -0.6 | . | -1 | -1
COP(=O)(CC(=O)O)c1ccccc1 (stereo unspecified) | 0 | -24[20 µM] | 8 | 6 | 2 | 1.4 | . | 5 | 15
O=C1NC(=O)N(CCC2=CCCCC2)C(=O)/C1=C\c1cccs1 | -2 | -4 | 10 | -21 | -6 | 1.5 | 0.058 | 7 | 13
CN(C(=O)Oc1ccc(C(=O)c2ccc(Cl)cc2)cc1)c1ccccc1 | -2 | -2 | 2 | -18 | -3 | 0.0 | 1.2 | 2 | 10
O=C(O)CC1OCC=C2CN3CCC45c6ccccc6NC4C1C2CC35 (stereo unspecified) | 0 | -29 | 3 | 4 | 4 | 0.6 | 0.3 | 3 | 11
O=C(c1ccc(Cl)cc1)C1CCCN(Cc2cccc3cccnc23)C1 (stereo unspecified) | 0 | -26 | -4 | -5 | -12 | -1.0 | -0.18 | 0 | 1
CC(=O)C1C2c3ccccc3O[C@@]1(C)N=c1s/c(=C/c3ccoc3)c(=O)n12 (stereo partly specified) | 1 | 5 | -6 | -18 | -5 | -1.4 | -1.6 | -4 | 2
CCCCn1c(O)c(C(=O)/C=C/c2c[nH]c3ccccc23)c(=O)[nH]c1=O | 4 | 2 | 5 | 3 | 0 | -0.8 | i | 7 | 4
Cc1cccc(CSc2nc3c(cc2C#N)CN(C)CC3)c1 | -2 | -7[20 µM] | -2 | -19 | -8 | -1.2 | 2.1 | 0 | 12
COC(=NC1CCCC1)C(O)c1c[nH]c2ccccc12 (stereo unspecified) | 4 | -14[20 µM] | -9 | -11 | -3 | 1.5 | 1.7 | -4 | 3

Full records from above:
Listed for Cc1cc(Cl)ccc1C(=O)C1CCCN(Cc2ccon2)C1 (stereo unspecified) → Wee1 stabilizer = 1; Furin inhibitor = -21; FXIa inh = 1; KLK5 inh = .; Thrombin inh = 2; PERK inh = 1.2; Cl transport mod = 0.011; p97 inhibitor = 4; FXIIa inh 1536 = 5
Listed for CCCCn1c(O)c(C(=O)/C=C/c2c[nH]c3ccccc23)c(=O)[nH]c1=O → Wee1 stabilizer = 4; Furin inhibitor = 2; FXIa inh = 5; KLK5 inh = 3; Thrombin inh = 0; PERK inh = -0.8; Cl transport mod = i; p97 inhibitor = 7; FXIIa inh 1536 = 4

Next entries follow.
SMILES | Wee1 stabilizer | Furin inhibitor | FXIa inh | KLK5 inh | Thrombin inh | PERK inh | Cl transport mod | p97 inhibitor | FXIIa inh 1536
Fc1ccc(CCNCc2cccc(Cl)c2)cc1 | 2 | -13[20 µM] | 4 | -19 | -1 | 0.2 | 2 | 2 | 10
COc1ccccc1-n1c(CNCC2CCCO2)nc2ccccc2c1=O (stereo unspecified) | -2 | -15 | 6 | -10 | 2 | -0.5 | -0.55 | 3 | 8
O=C(C1CCC(=O)N1C1CCCC1)N1CCC2(CC1)OCCO2 (stereo unspecified) | -1 | -7[20 µM] | 1 | 0 | -2 | 0.7 | -0.037 | -4 | 3
CCCOc1ccc(N2C(=O)CC(N3CC=C(c4ccccc4)CC3)C2=O)cc1 (stereo unspecified) | 0 | -23 | -2 | -5 | 4 | -0.3 | 0.45 | 0 | 10
COc1ccc(OC)c(N=Cc2c(O)n(Cc3ccccc3)c(=S)[nH]c2=O)c1 | -1 | -15 | 9 | 5 | -2 | 1.1 | 0.85 | 10 | 1
O=c1[nH]c(=O)n(Cc2ccccc2)c(O)c1C=NCCCO | -1 | -15[20 µM] | 4 | -18 | -8 | 0.2 | -1.1 | 6 | 6
CC(C)N(Cc1ccco1)/N=C/c1c(O)n(Cc2ccccc2)c(=O)[nH]c1=O | 3 | -12 | 1 | 0 | -5 | 1.2 | 0.29 | -1 | 7
COc1cc2c(cc1OC)C13CCN4CC5=CCOC6CC(=O)N2C1C6C5CC43 (stereo unspecified) (tested in a mixture with another compound) | 0 | -27 | 12 | 4 | 0 | 1.6 | 0.21 | 3 | 8
CC(=O)N(C1=NCCCS1)c1ccc(Cl)cc1 | -2 | -34 | -1 | 2 | -2 | 1.1 | 0.29 | 4 | 10
CC(=NCCCn1ccnc1)c1c(O)n(C2CCCCC2)c(=O)[nH]c1=O | -4 | -23 | -1 | -2 | -3 | -0.6 | 1.3 | 6 | 5
C=COCCn1c(C)c(C(C)=O)c2cc(O)ccc21 | -2 | -16 | -4 | -1 | -11 | 0.2 | 0.11 | 3 | 7
CCC(CC)N1CCN(C(=O)Cc2ccccc2)CC1 | 1 | -8[20 µM] | -3 | -8 | -1 | 0.5 | 1.7 | -3 | 5
Cc1cccnc1-n1c(CN2C(=O)c3ccccc3C2=O)nc2ccccc2c1=O | 1 | -23[20 µM] | -9 | 5 | -1 | -1.4 | -0.68 | -2 | 12
Cn1c(O)c(C=NCCN2CCNCC2)c(=O)n(C)c1=O | 1 | -9[20 µM] | 3 | -7 | -1 | 1.2 | 0.2 | -6 | 12
Cc1ncc(CN2CCCC(C(=O)c3cccc(OC(C)C)c3)C2)s1 (stereo unspecified) | -2 | -12 | -1 | -1 | -2 | 0.1 | 0.039 | 5 | 4
CCCCCCn1c(O)c(/C=N/N2CCCCCC2)c(=O)[nH]c1=O | -2 | -23 | -5 | 0 | -5 | -0.1 | 0.73 | -4 | 6
CCCCOP(=O)(CN1CCOCC1)OCCCC | 1 | -23[20 µM] | 0 | 2 | -2 | 0.7 | -0.18 | -1 | 16
O=C(O)CCn1cc(C=C2C(=O)NC(=S)NC2=O)c(-c2ccccc2)n1 | 3 | -17 | 3 | . | 4 | 1.2 | -1.1 | 6 | 12
O=C(Cn1ncc2ccccc21)N1CCC2(CC1)OCCO2 | -4 | -18 | 1 | -6 | 0 | 1.9 | -0.059 | -1 | 12
O=C(c1cc2nc(-c3ccccc3)cc(-c3ccccc3)n2n1)N1CCC2(CC1)OCCO2 | -1 | -19[20 µM] | 7 | 2 | 3 | -0.2 | -0.062 | -4 | 14
CCC(C)(C)n1nnnc1C(c1cccs1)N1CC=C(c2ccc(F)cc2)CC1 (stereo unspecified) | -5 | -23 | 1 | -7 | 1 | 0.2 | . | 1 | 18
O=C1C2CCN(CC2)C1Cc1ccccc1O (stereo unspecified) | 2 | -17[20 µM] | 3 | 8 | 1 | 0.0 | 0.86 | -2 | 3
COc1ccc(N2C(=O)NC(=O)/C(=C/c3ccc(N4CCOCC4)cc3)C2=O)cc1 | 6 | -2 | -6 | 5 | -3 | -0.3 | 0.00036 | -5 | 2
O=C1NC(=O)C2=Cc3ccc(O)cc3OC2(O)N1 (stereo unspecified) | 2 | -21 | -1 | 4 | -6 | 1.8 | i | 6 | 2
C[N+](C)(C)CCc1ccc(O)cc1 | -3 | -5 | 5 | 6 | -2 | 0.7 | -0.18 | -4 | 8
COc1ccc(C2CC(c3c(O)n(CCc4ccccc4)c(=O)[nH]c3=O)=NN2)cc1OC (stereo unspecified) | 2 | -13 | 5 | -18 | -1 | -0.2 | 0.11 | 4 | 12

Gathered by group, those above with an NH in an aromatic ring
SMILES | Wee1 stabilizer | Furin inhibitor | FXIa inh | KLK5 inh | Thrombin inh | PERK inh | Cl transport mod | p97 inhibitor | FXIIa inh 1536
CC(=NCc1ccco1)c1c(O)n(Cc2ccccc2)c(=O)[nH]c1=O | 1 | -16 | -2 | -8 | -2 | -0.7 | . | 0 | 5
CCCCn1c(O)c(C(=O)/C=C/c2c[nH]c3ccccc23)c(=O)[nH]c1=O | 4 | 2 | 5 | 3 | 0 | -0.8 | i | 7 | 4
COC(=NC1CCCC1)C(O)c1c[nH]c2ccccc12 (stereo unspecified) | 4 | -14[20 µM] | -9 | -11 | -3 | 1.5 | 1.7 | -4 | 3
COc1ccc(OC)c(N=Cc2c(O)n(Cc3ccccc3)c(=S)[nH]c2=O)c1 | -1 | -15 | 9 | 5 | -2 | 1.1 | 0.85 | 10 | 1
O=c1[nH]c(=O)n(Cc2ccccc2)c(O)c1C=NCCCO | -1 | -15[20 µM] | 4 | -18 | -8 | 0.2 | -1.1 | 6 | 6
CC(C)N(Cc1ccco1)/N=C/c1c(O)n(Cc2ccccc2)c(=O)[nH]c1=O | 3 | -12 | 1 | 0 | -5 | 1.2 | 0.29 | -1 | 7
CC(=NCCCn1ccnc1)c1c(O)n(C2CCCCC2)c(=O)[nH]c1=O | -4 | -23 | -1 | -2 | -3 | -0.6 | 1.3 | 6 | 5
CCCCCCn1c(O)c(/C=N/N2CCCCCC2)c(=O)[nH]c1=O | -2 | -23 | -5 | 0 | -5 | -0.1 | 0.73 | -4 | 6
COc1ccc(C2CC(c3c(O)n(CCc4ccccc4)c(=O)[nH]c3=O)=NN2)cc1OC (stereo unspecified) | 2 | -13 | 5 | -18 | -1 | -0.2 | 0.11 | 4 | 12

These rows are one share of the data; rates above refer to the full screens.
